Screens (PubChem)
Luciferase inh – Firefly luciferase inhibition profiling of diverse chemical library using quantitative high-throughput screening; Luciferin 4-monooxygenase (Photinus pyralis), P08659; actives 2.5% (n = 76,000); Potency, µM (series often up to 115 µM), without a hit: at the highest dose activity change, negative = inhibition, usual class: inhibitors; purified P. pyralis luciferase, luminescence, biochemical; note: potency is the fitted concentration of half-maximal effect; nearly all actives have a fitted effect of over 65% in size
Target sequence (P08659 whole entry, looked up): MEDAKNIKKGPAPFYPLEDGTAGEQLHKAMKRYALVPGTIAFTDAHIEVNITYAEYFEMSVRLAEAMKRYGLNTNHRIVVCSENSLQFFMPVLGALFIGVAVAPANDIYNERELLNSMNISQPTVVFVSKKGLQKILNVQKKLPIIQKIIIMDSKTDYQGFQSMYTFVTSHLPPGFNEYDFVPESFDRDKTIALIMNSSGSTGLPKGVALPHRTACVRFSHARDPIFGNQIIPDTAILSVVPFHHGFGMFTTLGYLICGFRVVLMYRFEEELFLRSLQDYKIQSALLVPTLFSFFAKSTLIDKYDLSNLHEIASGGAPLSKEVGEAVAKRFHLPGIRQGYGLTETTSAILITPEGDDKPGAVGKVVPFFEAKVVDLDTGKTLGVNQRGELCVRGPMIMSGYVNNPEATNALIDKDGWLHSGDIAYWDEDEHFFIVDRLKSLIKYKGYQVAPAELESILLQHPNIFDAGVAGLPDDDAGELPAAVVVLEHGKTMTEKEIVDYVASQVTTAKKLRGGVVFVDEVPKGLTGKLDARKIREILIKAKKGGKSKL
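Luminescence read by CCD imaging after purified firefly luciferase (10nM final) was added to substrate buffer holding 10uM D-luciferin and 10uM ATP, pH 7.5, pre-dosed with compound.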
HEK cytotox – Cytotoxic Profiling in HEK 293 Cell Line of Diverse Libraries Using Quantitative High-Throughput Screening. HEK 293 viability, ATP luminescence (CellTiter-Glo), 48-72 h. actives 6.6% (n = 94,000). Potency, µM (highest dose often 115 µM), without a hit: top-dose activity change, negative = cytotoxicity, actives largely listed as inhibitors; note: potency is the fitted concentration of half-maximal effect; nearly all actives have a fitted effect of over 60% in size
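Luminescence from cellular ATP, measured with CellTiter-Glo, indicates HEK 293 viability. Cells plated at 250 cells/well are treated with compound for 48 or 72 hr at 37 degree Celsius before reagent addition.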
SNCA viab count – GF-AFC viability counterscreen for inhibitors of alpha-synuclein gene (SNCA) expression | HEK-293-SNCA-luc viability, GF-AFC fluorescence, 24 h | Potency, µM (top dose mostly 57.1 µM), for the others: at the top dose activity change, negative = cytotoxicity, most hits filed as cytotoxic | AID 1671193, 2021 | actives 0.12% (n = 150,000);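 note: potency is the fitted concentration of half-maximal effect; 0% = DMSO-treated cells and -100% = medium-only wells without cells; nearly all actives have a fitted effect of over 30% in size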
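Cytotoxicity counterscreen: after 24 h compound treatment of genome-edited SNCA-luciferase HEK-293 cells, live-cell protease substrate GF-AFC read by fluorescence after 30 min; activity scaled between DMSO (0%) and medium-only (-100%), curves Hill-fitted.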
NIH3T3 tox – Cytotoxic Profiling in NIH 3T3 Cell Line of Diverse Libraries Using Quantitative High-Throughput Screening; actives 4.3% (n = 94,000); Potency, µM (highest dose often 96.7 µM), inactives show at the highest dose activity change, negative = cytotoxicity, actives largely listed as inhibitors; NIH 3T3 viability, CellTiter-Glo ATP luminescence, 48-72 h; note: potency is the fitted concentration of half-maximal effect; nearly all actives have a fitted effect of over 55% in size
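Luminescent ATP readout (CellTiter-Glo, 10 min RT) after 48 or 72 hr compound exposure of NIH 3T3 cells seeded at 400 cells/well in 1536-well format; quantitative HTS.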
SNCA expr inhib – Primary qHTS assay for inhibitors of alpha-synuclein gene (SNCA) expression | HEK-293 SNCA-luciferase knock-in, luminescence, 24 h | Potency, µM (top dose mostly 57.2 µM), inactives show top-dose activity change, negative = inhibition, usual class: inhibitors | actives 0.17% (n = 140,000);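 note: potency is the fitted concentration of half-maximal effect; plate controls were DMSO cells for no effect and cell-free wells for full effect; nearly all actives have a fitted effect of over 45% in size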
GPT2 inh – Primary qHTS assay for inhibitors of Glutamate pyruvate transaminase 2 (GPT2). Recombinant GPT2, coupled pyruvate oxidase/HRP Amplex Red fluorescence. Potency, µM (highest dose often 57.7 µM), for inactives: at the top dose activity change, negative = inhibition, usual class: inhibitors. actives 0.25% (n = 100,000); note: potency is the fitted concentration of half-maximal effect; nearly all actives have a fitted effect of over 60% in size; many of its hits are not listed in these tables
Target sequence (Q8TD30 whole entry, looked up): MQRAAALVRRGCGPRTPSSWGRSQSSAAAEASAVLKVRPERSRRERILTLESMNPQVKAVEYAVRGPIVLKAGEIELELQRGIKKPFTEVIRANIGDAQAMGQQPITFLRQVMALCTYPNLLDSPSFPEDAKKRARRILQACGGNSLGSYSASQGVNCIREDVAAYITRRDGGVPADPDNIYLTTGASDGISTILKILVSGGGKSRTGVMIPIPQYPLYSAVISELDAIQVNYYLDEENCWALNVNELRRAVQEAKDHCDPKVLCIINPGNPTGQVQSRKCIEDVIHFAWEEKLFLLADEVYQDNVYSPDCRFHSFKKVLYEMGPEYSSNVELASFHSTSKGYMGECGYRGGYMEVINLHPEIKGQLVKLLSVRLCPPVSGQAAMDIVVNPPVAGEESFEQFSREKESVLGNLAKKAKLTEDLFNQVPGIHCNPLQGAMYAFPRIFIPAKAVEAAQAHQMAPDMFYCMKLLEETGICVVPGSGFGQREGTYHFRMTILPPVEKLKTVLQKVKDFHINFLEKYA
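Inhibition is scored from Amplex Red fluorescence generated when pyruvate oxidase and HRP act on pyruvate released by GPT2. Reactions contain 10ng/uL enzyme, 250uM a-KG and 2mM L-alanine and run 30 min at room temperature.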
IP6K1 inh – Primary qHTS assay for small molecule inhibitors of Inositol hexaphosphate kinase 1 (IP6K1); Inositol hexakisphosphate kinase 1 (Homo sapiens), Q92551; IP6K1 kinase, ADP-Glo luminescence, 2 h; stronger effect = lower value; activity change, % (series mostly up to about 58 µM); actives 0.81% (n = 140,000); AID 1645851, 2021; in the data active = activity change below about -25%
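ADP-Glo luminescence measures ADP made by human IP6K1 during a 2 h RT reaction with ATP/IP6 (mix at 1.3 mM/130 uM); top library doses 57.5 and 19.1 uM final.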
Starred values were filed as active, the others as inactive; i = inactive; u = inconclusive; x = no result given; & = joins results of further samples; [ ] = remark or other dose. Unless noted, calls come from the whole dose curve; as a rule, active = well fitted curve in the direction sought with a large enough effect; inconclusive = small, poorly fitted or top-dose-only effect, or another doubt; inactive = no such curve, though single readings can be large; an effect the other way counts as inactive or inconclusive. Unless noted, % is set by controls: 0 for no effect and ±100 for the full control effect.

SMILES	Luciferase inh	HEK cytotox	SNCA viab count	NIH3T3 tox	SNCA expr inhib	GPT2 inh	IP6K1 inh
Cc1ccc(Nc2ccnc(N3CCCC3C(=O)NCc3ccccc3)n2)cc1 (centres undefined)	x	u	9.5%[12.5 µM]	u	34.1%[activator]	i	-2.3
CCc1noc(-c2ccn3c(CNC(=O)C4CCCCC4)nnc3c2)n1	-3.8%	-13.1%	2.4%	-17.8%	5.8%	i	17.9
O=C(CCC1CCCN(S(=O)(=O)c2ccc(F)cc2)C1)NC1CC1 (centres undefined)	3.8%	0.5%	-1.5%	-1.2%	-33.0%	1.9%	2.3
CCO[C@H]1C[C@@H](O)C12CCN(c1ccnc(OC)c1C#N)CC2	4.2%	-19.9%	-0.7%	-9.2%	4.6%	2.9%	13.9
O=C1C(c2ccc(F)cc2)N(Cc2ccccc2Cl)C(=O)CN1C1CCCCC1 (centres undefined)	x	x	-19.5%	x	-21.6%	x	11.9
Cc1cc(C(=O)N2CC[C@H]3CC(=O)N(Cc4ccc5c(c4)OCO5)CC[C@H]3C2)no1	-2.8%[172 µM]	u	-3.4%[87.6 µM]	1.4%[174 µM]	6.4%[87.6 µM]	i	-6.8
C#CCNC(=O)C1CN(c2cccc(Cl)c2)C(=O)N1 (centres undefined)	3.6%&3.0%[172 µM]	u	-18.0%&-8.5%[87.6 µM]	u	u	5.0%[88.5 µM]	-9.9&3.0
O=C(c1ccccn1)N1CCC2(CCCN(Cc3ccc(F)cc3)C2=O)C1 (centres undefined)	-0.6%	-18.6%	12.4%	-14.7%	-6.7%	u	3.7
COc1ccc(C(c2c(C)n(C)n(-c3ccccc3)c2=O)c2c(C)n(C)n(-c3ccccc3)c2=O)cc1O	x	x	-9.4%	x	-10.1%	x	44.5
CCn1cc(S(=O)(=O)N2CCCCC2c2nc(C3CC3)n[nH]2)cn1 (centres undefined)	10.3%	2.9%	4.8%	i	-19.1%	i	-7.4
CCOc1cccc(CNC(=O)C2Cn3cccc3C(=O)N2Cc2ccccc2)c1 (centres undefined)	7.1%	-31.0%	-3.9%	u	u	i	2.8
Cc1nn(C)c(C)c1C(=O)N1CCCN(Cc2ccc(F)cc2)C(C(C)C)C1 (centres undefined)	-4.1%	-8.8%	-1.2%	-13.3%	-6.7%	0.7%	0.1

Molecules above containing a Cl atom, in the order listed:
SMILES	Luciferase inh	HEK cytotox	SNCA viab count	NIH3T3 tox	SNCA expr inhib	GPT2 inh	IP6K1 inh
O=C1C(c2ccc(F)cc2)N(Cc2ccccc2Cl)C(=O)CN1C1CCCCC1 (centres undefined)	x	x	-19.5%	x	-21.6%	x	11.9
C#CCNC(=O)C1CN(c2cccc(Cl)c2)C(=O)N1 (centres undefined)	3.6%&3.0%[172 µM]	u	-18.0%&-8.5%[87.6 µM]	u	u	5.0%[88.5 µM]	-9.9&3.0

Whole records as entered above. Screens in order: Luciferase inh | HEK cytotox | SNCA viab count | NIH3T3 tox | SNCA expr inhib | GPT2 inh | IP6K1 inh
Cc1cc(C(=O)N2CC[C@H]3CC(=O)N(Cc4ccc5c(c4)OCO5)CC[C@H]3C2)no1 is listed as -2.8%[172 µM] | u | -3.4%[87.6 µM] | 1.4%[174 µM] | 6.4%[87.6 µM] | i | -6.8
CCn1cc(S(=O)(=O)N2CCCCC2c2nc(C3CC3)n[nH]2)cn1 (centres undefined) is listed as 10.3% | 2.9% | 4.8% | i | -19.1% | i | -7.4

Next records
SMILES	Luciferase inh	HEK cytotox	SNCA viab count	NIH3T3 tox	SNCA expr inhib	GPT2 inh	IP6K1 inh
CCCN1CCC2(Cc3ccccc3CN(C(=O)CCNC(C)=O)C2)C1 (centres undefined)	x	i	7.2%	i	-3.6%	i	-13.9
OC[C@H]1O[C@@H](Oc2cc(O)c3c(c2)O[C@@H](c2ccc(O)cc2)[C@H](O)C3)[C@H](O)[C@@H](O)[C@@H]1O	x	x	-9.9%[23.9 µM]	x	x	i	4.7
COC1C(=O)N(c2cccc(F)c2)C12CCN(C(=O)c1cnc(C)cn1)CC2 (centres undefined)	-10.6%	-5.4%	-7.5%	4.4%	60.7%[activator]	-6.6%	5.3
O=C(NCc1ccccc1Cl)c1ccc(NC(=O)N2CCSc3ccccc32)cc1	x	x	-5.8%	x	-15.9%	x	35.2
Cc1cc(C)cc(-n2ccnc2SCC(=O)Nc2ccc(C)cc2C)c1	x	x	17.3%	x	u	x	10.6
Cc1cc(OC(C)C(=O)N2CCc3c(nc[nH]c3=O)C2)cc(C)c1Cl (centres undefined)	6.7%	1.5%	4.9%	0.3%	0.5%	0.3%	1.1
O=C(NCCNC(=O)c1ccccn1)c1ccc(-c2cncnc2)cc1	x	3.5%[172 µM]	x	-8.1%[138 µM]	x	x	-4.9
COc1ccccc1-c1cc(C(=O)Nc2sc3c(c2C#N)CCCC3)no1	x	x	9.3%	x	12.1%	x	9.7
CCOc1ccccc1CNC(=O)c1ccc(NC(=O)N2CC(C)Sc3ccccc32)cc1 (centres undefined)	x	x	18.4%	x	36.7%[activator]	x	16.5
Cc1ccc(NS(=O)(=O)c2ccc3[nH]c4c(c3c2)CCCCC4)cc1	x	x	-8.0%	x	-26.8%	x	-1.4
C[S+](=O)([O-])c1ccc(-c2nnc3ccc(C(=O)NCc4cccc(Cl)c4)cn23)cc1	x	u	-1.9%	u	12.3%	i	-8.3
CCOC(=O)[C@@H]1[C@@H](OC)C(=O)N(C(C)C)C12CCN(C(=O)c1cc3ccccc3s1)CC2	x	u	x	u	x	x	13.3
Cc1nn(-c2ccc(C(C)(C)C)cc2)c(C)c1[C@@H]1C=C[C@@H](NC(=O)NCc2ccccc2)C1	u	28.2µM*	u	u	36.0%[activator][87.6 µM]	3.0%[88.5 µM]	12.9
C[C@@H]1O[C@@H](O[C@H]2[C@H](O[C@H]3[C@H](O[C@H]4CC[C@@]5(C)C(CC[C@]6(C)C5CC=C5[C@@H]7CC(C)(C)CC(=O)[C@]7(C)CC[C@]56C)[C@@]4(C)CO)O[C@H](C(=O)O)[C@@H](O)[C@@H]3O)O[C@H](CO)[C@H](O)[C@@H]2O)[C@H](O)[C@H](O)[C@H]1O (some centres undefined)	x	x	12.9%[12.5 µM]	x	x	i	11.4
NC(=O)CC[C@@H](N)C(=O)O	x	x	-17.7%[23.9 µM]	x	-5.8%[25.6 µM]	i	18.4
CCOC(=O)c1c(C)[nH]c(CCC(=O)NCc2cccc(OC)c2)c1C	x	x	6.3%	x	43.5%[activator]	x	1.8
COc1ccc(-n2nc(C3CCN(C(C)=O)CC3)[nH]c2=O)cc1	-8.3%[172 µM]	2.3%[172 µM]	-22.2%[87.6 µM]	i	-17.0%[87.6 µM]	-0.7%[88.5 µM]	20.6
COCCCNC(=O)c1cc(-c2ccsc2)nc2c1cnn2C	x	0.4%[172 µM]	2.8%[87.6 µM]	u	12.5%[87.6 µM]	i	-6.6
O=C(C1CC1)N1CCC2(CC1)CC(N1CCCC1)CCO2 (centres undefined)	-4.3%	u	11.9%	2.1%	3.3%	i	-7.4
CCOc1cccc(-c2nnc(CCC(=O)NC(C)c3ccccc3)c(=O)[nH]2)c1 (centres undefined)	-15.8%	u	-1.8%	-8.7%	0.7%	i	5.4
Cc1cccc(C(=O)Nc2ccc3nc(SCCOc4ccccc4)sc3c2)c1	x	x	5.7%	x	-17.9%	x	-7.0
COc1cc(OC)cc(C(=O)N2CCCC(n3cc(-c4nc(C)no4)nn3)C2)c1 (centres undefined)	14.1%	-21.7%	13.0%	-13.8%	9.3%	i	0.0
Cc1nn(-c2ccccc2)c(C)c1[C@@H]1C=C[C@@H](NCc2ccc(F)cc2)C1	u	63.1µM*	-9.8%[87.6 µM]	u	9.4%[87.6 µM]	-4.9%[88.5 µM]	-2.7
COc1ccc(C(=O)N2CCC(n3cc(-c4nc(-c5ccccc5)no4)nn3)CC2)cc1	-9.2%	u	-0.3%	u	35.9%[activator]	i	2.0
Cn1cccc1CN1CCC(N2CC(OCC3CC3)C23CCCCC3)CC1 (centres undefined)	6.0%	u	-24.9%	u	11.8%	-1.6%	27.2
CCc1ccccc1NC(=O)CC1Sc2ccc(C(F)(F)F)cc2NC1=O (centres undefined)	x	x	0.2%	x	7.7%	x	27.9
COc1ccc(CNC(=O)CCc2nc(-c3ccc(C)cc3)no2)c(OC)c1	x	x	15.9%	x	-37.7%	x	-5.8
O=C(C[C@@H]1O[C@H](CNC(=O)c2ccccc2)[C@@H](O)[C@H]1O)Nc1ccccc1	-7.3%[172 µM]	-0.7%[172 µM]	-4.7%[87.6 µM]	-7.2%[174 µM]	2.9%[87.6 µM]	i	-7.4
Cc1cc(C)cc(-n2c(SCC(=O)Nc3ccccc3F)nc3c(oc4ccccc43)c2=O)c1	x	x	-7.2%	x	2.6%	x	-9.8
Cc1cc(C(=O)N(C)CC2CCCN(CCc3ccccc3F)C2)n[nH]1 (centres undefined)	15.1%	1.2%	-1.0%	0.1%	-11.3%	u	3.0
Cc1ccc(C2=NC3(CCN(C(=O)Cc4ccccc4C)CC3)ON2)cc1	-17.4%	u	7.1%	u	-7.2%	i	-9.3
COc1ccc(CNC(=O)[C@@H](C)C2CC[C@@]3(C)CC[C@H](NC(=O)c4cncnc4)[C@@H](C)[C@@H]3[C@H]2O)cc1OC (some centres undefined)	-6.0%	u	-1.0%	-28.6%	-9.8%	-8.5%	-1.9
O=C(NCc1ccccc1)N1CCC(N(C(=O)C2CC2)C2CCOCC2)CC1	-0.6%	3.3%	3.3%	-2.5%	4.3%	i	-7.2
CCN1CCC(N(Cc2ccc(F)cc2)C(=O)Nc2ccc(C)c(F)c2)CC1	x	x	13.5%	x	-7.0%	x	-4.2
Cc1ccc(-c2c3c(=O)n(C)c(=O)n(C)c3c3c(C)nc4ccccc4n23)cc1	x	x	-11.9%	x	12.2%	x	-18.2
O=C(Nc1ccccc1)N1CC(c2nc(CCOCC3CC3)no2)C1	-2.1%	-10.3%	-4.1%	-14.6%	2.9%	u	20.4
CCOc1ccc(CNC(=O)CCc2cn(CC)c3ccccc23)cc1	x	x	1.0%	x	3.4%	x	10.1
CCNC(=O)N1CCC(Oc2ccccc2-c2nc(-c3cnccn3)no2)C1 (centres undefined)	-5.8%	-2.8%	-6.2%	-5.8%	12.4%	0.9%	-14.4

Not a hit list; overall some 7.7% were active at least once.
